Source: PubChem BioAssay
SIAE inh – human SIAE inhibitors, primary screen, biochemical, fluorescence polarization, FP-Rh probe, 1536-well HTS | Sialate O-acetylesterase (Homo sapiens), Q9HAT2 | SIAE FP-Rh probe binding | inhibition, % at 9.66 µM | actives 0.69% (n = 370,000) | AID 1053197, 2014;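 active = inhibition above a cutoff: mean of compounds within the control limits plus 3 SD of those, cut at about 17% in these data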;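 note: 0% = plate median of compound wells and 100% = probe without SIAE protein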
NPR1 activator – GC-A stimulated cGMP production enhancers – HEK293 GC-A cells, cGMP TR-FRET, EC30 ANP, primary screen | 0% at EC30 ANP, 100% saturating ANP | AID 1671463, 2021 | activation, % at 10 µM | Atrial natriuretic peptide receptor 1 (Homo sapiens), P16066 | actives 0.14% (n = 370,000); in the data active = activation above about 40%
NPR2 activator – human GC-B receptor activators, primary screen, HEK293 GC-B cells, cGMP TR-FRET, EC30 CNP | 0% at EC30 CNP, 100% saturating CNP | activation, % at 10 µM | actives 0.11% (n = 370,000);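 active = activation at 10 µM reaching about 35% in either raw or pattern-adjusted values, limit read from the data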
PRMT1 FP inh – PRMT1 methyltransferase inhibitors, primary screen, biochemical, fluorescence polarization | Protein arginine N-methyltransferase 1 (Homo sapiens), Q99873 | recombinant PRMT1, activity-based probe fluorescence polarization | inhibition, % at 2.79 µM | actives 1.3% (n = 370,000);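 active = inhibition above about 21% made by adding two undisclosed values, limit read from the data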
Target sequence (Q99873 whole entry, looked up): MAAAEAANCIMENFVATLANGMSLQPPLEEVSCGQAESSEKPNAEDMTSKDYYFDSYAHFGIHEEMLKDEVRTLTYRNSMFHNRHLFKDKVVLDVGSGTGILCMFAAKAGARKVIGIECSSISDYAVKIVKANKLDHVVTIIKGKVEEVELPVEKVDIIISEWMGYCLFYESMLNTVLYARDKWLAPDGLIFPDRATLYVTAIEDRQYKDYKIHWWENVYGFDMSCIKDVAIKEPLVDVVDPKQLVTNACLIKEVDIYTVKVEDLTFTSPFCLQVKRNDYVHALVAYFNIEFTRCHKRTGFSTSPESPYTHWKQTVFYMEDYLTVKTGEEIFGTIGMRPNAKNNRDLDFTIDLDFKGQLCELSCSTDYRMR
rCAG RNA binder – binders of r(CAG) RNA repeats, primary screen, biochemical, fluorescence; actives 1.3% (n = 370,000); inhibition, % at 3 µM; r(CAG) RNA repeat, TO-PRO-1 dye displacement fluorescence;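 active = inhibition above the plate cutoff, the mean of all test compounds on that plate plus 3 SD, cut at about 35% in these data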;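 note: 0% = DMSO alone and 100% = 100 µM mitoxantrone as full dye displacement; higher means more dye released from RNA so lower well fluorescence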
mABHD4 FP – ABHD4 inhibitors, primary screen, biochemical, fluorescence polarization, mouse. (Lyso)-N-acylphosphatidylethanolamine lipase (Mus musculus), Q8VD66. purified mABHD4, FP-Rh probe fluorescence polarization. inhibition, % at 8.92 µM. actives 0.54% (n = 370,000). AID 720543, 2013;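 active = inhibition exceeding the mean over every tested compound plus 3 SD, cut at about 30% in these data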;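 note: 0% = plate median of compound wells and 100% = S159A mutant with DMSO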
Target sequence (Q8VD66 whole entry, looked up): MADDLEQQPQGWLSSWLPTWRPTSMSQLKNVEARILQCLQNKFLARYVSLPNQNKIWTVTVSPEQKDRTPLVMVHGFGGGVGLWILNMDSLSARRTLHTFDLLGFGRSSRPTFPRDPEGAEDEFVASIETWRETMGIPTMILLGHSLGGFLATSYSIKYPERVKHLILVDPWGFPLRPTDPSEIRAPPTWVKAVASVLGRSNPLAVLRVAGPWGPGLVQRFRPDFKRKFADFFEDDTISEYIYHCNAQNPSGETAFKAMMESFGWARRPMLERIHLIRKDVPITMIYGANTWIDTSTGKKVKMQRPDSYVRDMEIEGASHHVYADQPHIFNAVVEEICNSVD
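Test system: mABHD4 protein | Buffer or medium: HEPES pH 7.0 buffer, 150 mM NaCl, 0.01% Pluronic F-127 | Probe or stimulus: FP-Rh fluorescent activity-based probe, added after compound pre-incubation | Timing: Pre-incubation 45 min, probe exposure 60 min, at 25 °C | Technique: Fluorescence polarization, excitation 525 nm, emission 598 nm, BODIPY TMR filters | Repeats: Single well per compound (singlicate)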
HTRA1 inh – HTRA1 serine protease inhibitors, primary screen, biochemical, fluorescence polarization, HTS | inhibition, % at 5.96 µM | Q92743 | recombinant HTRA1, FP-rhodamine activity-based probe | actives 0.5% (n = 340,000); in the data active = inhibition above about 36%;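 note: 0% = enzyme with DMSO and 100% = wells lacking enzyme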
TCR CD3 inh – inhibitors of human TCR-CD3 interaction, primary screen, biochemical, fluorescence, TAMRA-labeled TCR probe; T-cell receptor (TCR); inhibition, % at 9.4 µM; actives 0.37% (n = 360,000); AID 651800, 2012; in the data active = inhibition above about 19%;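 note: recombinant mutant TCR 2C K166C tagged with TAMRA read by polarization; 0% = receptor in buffer alone and 100% = receptor with positive control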
MBD2 DNA inh – inhibitors of MBD2 binding to methylated DNA, primary screen, biochemical, TR-FRET, DNA-binding domain, human. Methyl-CpG-binding domain protein 2 (Homo sapiens), Q9UBB5. MBD2 binding to methylated oligonucleotide. inhibition, % at 4.4 µM. actives 0.31% (n = 370,000); in the data active = inhibition above about 13%
Target sequence (Q9UBB5 whole entry, looked up, the tested form may be a part): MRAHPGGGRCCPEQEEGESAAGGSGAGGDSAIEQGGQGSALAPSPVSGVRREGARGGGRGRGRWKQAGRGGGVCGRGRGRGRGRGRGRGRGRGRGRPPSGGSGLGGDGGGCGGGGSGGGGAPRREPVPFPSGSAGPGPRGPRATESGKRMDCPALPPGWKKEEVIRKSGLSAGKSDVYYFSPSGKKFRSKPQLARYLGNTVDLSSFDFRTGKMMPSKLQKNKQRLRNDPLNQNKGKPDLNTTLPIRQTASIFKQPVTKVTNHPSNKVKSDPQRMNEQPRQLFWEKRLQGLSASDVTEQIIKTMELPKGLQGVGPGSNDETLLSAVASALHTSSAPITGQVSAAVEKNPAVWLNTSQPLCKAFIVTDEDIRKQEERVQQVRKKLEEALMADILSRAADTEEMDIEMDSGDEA
UHRF1 binding – UHRF1 methylated DNA binding inhibitors, primary screen, counter-screen for MBD2 inhibitor project, biochemical, TR-FRET, human UHRF1, single concentration; E3 ubiquitin-protein ligase UHRF1 (Homo sapiens), Q96T88; UHRF1 binding to methylated oligo; inhibition, % at 4.4 µM; actives 0.75% (n = 370,000); in the data active = inhibition above about 21%;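 note: UHRF1 SRA domain binding a hemimethylated CpG hairpin DNA probe; 0% = median of test compound wells and 100% = reference inhibitor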
* hit, by the source's call; x = no result given.

no.	Compound	SIAE inh	NPR1 activator	NPR2 activator	PRMT1 FP inh	rCAG RNA binder	mABHD4 FP	HTRA1 inh	TCR CD3 inh	MBD2 DNA inh	UHRF1 binding
1	O=C(O)C1CCC(N2C(=O)c3cccc([N+](=O)[O-])c3C2=O)CC1 (stereo unspecified)	-0.3	1.7	7.6	0.5	-1.2	8.0	1.0	-8.9	-2.0	1.5
2	CCN(C(=O)COC(=O)c1ccc(Cl)cc1N)C1CCCCC1	-7.4	-4.1	-4.3	3.6	-4.5	1.5	-6.9	-1.9	-2.6	10.8
3	CCSc1ncc(/C=N/Nc2ccc([N+](=O)[O-])cc2)n1C	-2.7	0.6	-7.5	-4.4	-0.8	4.8	0.8	-7.5	-7.6	-2.4
4	CCc1ccc(NC(=O)C2CCN(S(=O)(=O)c3cnc[nH]3)CC2)cc1	-2.6	0.6	-1.3	-6.3	1.9	-10.0	4.7	3.0	-4.9	0.9
5	Cc1ccsc1C1C(C#N)=C(N)OC2=C1C(=O)CCC2 (stereo unspecified)	2.4	2.5	4.3	1.7	-1.8	4.2	6.3	-3.7	1.7	2.1
6	CCOC(=O)CC(=O)CSc1nc2sc(C)cc2c(=O)n1Cc1ccco1	3.4	-8.6	-0.5	1.8	16.5	-5.0	-12.0	3.4	4.3	-0.9
7	Cc1cccc(CS(=O)(=O)Cc2ccc(C(=O)NCC3CCCO3)o2)c1 (stereo unspecified)	3.5	3.3	-1.5	0.7	-6.3	0.0	-7.9	6.6	3.4	0.9
8	CCOC(=O)[C@]12CCCC=C1N(Cc1ccco1)C(=O)[C@H](CC(=O)NCc1cccc3ccccc13)C2	7.3	-2.0	-4.7	4.0	3.2	-7.9	x	5.6	-6.5	-1.8
9	COC(=O)[C@H](CCSC)NC(=O)Cn1ccc(N)nc1=O	1.2	-0.2	8.3	1.1	0.3	-3.8	2.7	5.2	-1.9	-2.0
10	Cc1ccc(CN2CCSCC2)c(C)c1	-13.0	-0.4	-0.3	-3.7	-3.4	-0.8	0.0	9.6	-2.6	-3.4
11	O=C(CN1C(=O)c2ccccc2C1=O)NCc1ccc(C(=O)O)cc1	3.9	-1.7	3.3	-0.9	0.8	-3.0	4.7	7.4	0.8	0.9
12	O=C(CC1C(=O)NCCN1Cc1ccc(-c2ccccc2)cc1)NCCCn1cccn1 (stereo unspecified)	4.7	0.5	2.3	-4.3	7.4	1.0	0.6	2.5	-4.0	-1.6
13	O=C(COC(=O)Cc1cccs1)Nc1ccc(OC(F)(F)F)cc1	133.1*	-3.9	0.5	78.0*	-28.8	107.6*	0.5	62.0*	3.0	-0.7
14	NC(=O)/C(=C\c1ccccc1)NC(=O)c1ccc(NC(=O)c2ccccc2)cc1	-1.2	-2.4	-11.6	-0.7	0.8	-4.0	-19.4	-5.2	-0.1	5.2
15	Cc1cc2c(cc1S(=O)(=O)N(C)Cc1ccccc1)OCC(=O)N2	-4.2	-2.6	5.3	-1.8	2.7	-1.0	-5.3	1.3	2.5	-2.6
16	Cc1ccc(S(=O)(=O)N(C)C)cc1NC(=S)N1CCN(Cc2ccc3c(c2)OCO3)CC1	-1.0	1.4	7.6	5.6	0.6	-3.7	6.0	-5.7	5.6	-0.3
17	O=c1c2cnn(-c3ccc(F)cc3)c2ncn1Cc1ccccn1	10.4	-2.1	-1.5	-0.4	-2.2	1.0	x	-4.3	-3.3	0.5
18	O=C1CCC[C@@H]2C[C@@]3(C[C@@H]4CCN1[C@H]24)Nc1cc(Cl)ccc1NC3=NC1CCCCC1	11.2	-9.8	-8.4	-4.7	3.6	1.8	12.1	-0.1	1.5	1.7
19	COc1ccc(CCN(C)C/C=C/c2ccccc2)cc1OC	1.2	-4.3	-2.0	-3.3	-8.2	6.0	9.3	4.2	-4.1	-2.2
20	Cc1cccc(N2C(=O)C3CCC(c4ccccc4)CC3C2=O)c1 (stereo unspecified)	4.5	0.8	-0.7	1.1	-4.7	6.6	-15.8	3.4	0.4	3.7
21	COC(=O)c1cc(=O)n(Cc2ccc(OC)cc2)c(=NCc2ccc(OC)cc2)s1	2.3	-1.9	5.2	-0.5	3.5	2.5	-0.1	-2.1	-6.8	0.8
22	CCN(CC)CCCNc1nc(-n2nc(C)cc2C)nc2sc3c(c12)CC(C)(C)OC3	-4.3	-1.8	-4.5	-3.2	-5.3	-0.2	3.2	-0.5	-7.4	-0.3
23	CCc1cc2c(SC(C)C(=O)NC3CCCC3)ncnc2s1 (stereo unspecified)	1.1	-2.8	-0.7	2.9	-0.2	4.1	-26.0	-7.7	3.5	0.7
24	CCOc1ccc(NS(=O)(=O)c2ccc(NC(=S)NC(C)=O)cc2)cc1	3.4	-4.4	0.1	-0.3	5.7	3.4	-12.8	-3.2	4.2	2.0
25	COc1ccc(NC(=O)Nc2ccc(C(=O)N3CCOCC3)cc2)cc1	-1.7	-2.8	-2.1	1.3	2.0	-5.9	3.8	-3.4	4.2	2.2

The list continues.
no.	Compound	SIAE inh	NPR1 activator	NPR2 activator	PRMT1 FP inh	rCAG RNA binder	mABHD4 FP	HTRA1 inh	TCR CD3 inh	MBD2 DNA inh	UHRF1 binding
26	CCOC(=O)c1c(NC(=O)CNCCOC)sc2c1CCCC2	-1.3	1.7	-3.8	0.1	-3.1	4.4	-11.3	0.0	4.8	-1.9
27	Cc1cc(C)n(CC(=O)N/N=C/c2c[nH]c3ccccc23)n1	9.3	-5.6	7.3	-1.9	1.9	0.5	2.7	2.8	2.8	-0.2
28	CSc1nc2sc3c(c2c(=O)n1C1CCCCC1)CCN(C)C3	3.4	7.2	2.4	0.5	-0.9	-1.3	-1.4	0.4	-2.3	-1.8
29	Cc1ccc(-n2cnnn2)cc1Cl	3.2	-1.5	-1.7	-2.1	-0.2	-4.3	10.0	3.4	2.3	-2.8
30	CC1Cc2ccccc2N1C(=O)c1ccc(Br)o1 (stereo unspecified)	2.6	-0.7	1.2	-0.4	-4.0	-1.1	3.6	16.0	-5.8	-1.4
31	Cc1ccc(NC(CC(=O)c2ccccc2)C(=O)O)cc1Cl (stereo unspecified)	3.8	4.9	0.4	9.2	3.0	-0.8	-1.5	-5.8	-4.7	9.5
32	COc1cc(CC(=O)OCc2cccc([N+](=O)[O-])c2)cc(OC)c1OC	6.2	-3.2	-0.1	-1.7	-5.8	-6.2	0.7	-1.6	1.1	5.5
33	Cc1ccc(C(=O)Nc2ccc3c4c(cccc24)CC3)cc1[N+](=O)[O-]	2.0	7.8	4.0	-2.9	1.6	2.9	-6.4	-3.1	0.7	-0.8
34	Cn1ncc(Br)c1C(=O)NC1CCCCC1	5.4	4.2	-0.2	-1.0	0.6	-2.0	1.9	5.5	1.1	-2.1
35	CCCC(=O)N1CCC1(C)C(=O)NS(=O)(=O)c1cccs1 (stereo unspecified)	-2.5	4.2	4.6	4.3	0.4	-2.1	x	-8.8	2.8	1.2
36	COc1cccc(-c2nc(CS(=O)(=O)CC(=O)NCCc3ccc(C)cc3)c(C)o2)c1	-6.2	-0.2	-1.6	-0.6	-6.0	-4.0	-21.1	2.9	4.3	3.5
37	NC(=O)C1CCN(CC(=O)NC(=O)NC2CCCC2)CC1	-0.2	2.0	-6.5	-0.3	-2.1	-3.7	7.6	0.6	-1.9	2.9
38	Cc1oc2c(c1C(=O)NCCCC(=O)O)CCCC2	3.8	2.2	2.6	-2.7	1.6	1.1	13.2	-1.5	-3.2	-1.4
39	Cc1cc2ncn(C(=O)c3ccc(F)cc3)c2cc1C	-9.6	-0.3	0.9	4.9	-1.8	19.6	5.1	-3.4	4.3	-0.2
40	CC(=O)c1cc2c(cc1NS(=O)(=O)c1ccc3c(c1)OCCO3)OCO2	0.9	-4.6	0.5	1.5	2.7	-0.8	-5.3	12.1	-4.8	-0.1
41	CCOC(=O)N1CCN(C(=O)COC(=O)c2cc(C)ccc2C)CC1	0.1	-2.1	3.4	5.3	-0.5	4.1	-0.1	2.3	3.8	2.1
42	CC1(C(=O)NS(=O)(=O)c2cccs2)CCN1C(=O)C1(c2ccc(Cl)cc2)CCC1 (stereo unspecified)	-2.0	0.0	3.8	-4.9	28.5	1.4	x	-1.2	2.8	6.2
43	Cc1cc(Cl)cc(C)c1OCCNCc1ccccc1	10.4	-12.0	-9.2	3.1	-2.8	16.0	0.8	1.8	-7.9	-1.1
44	C=CCOc1ccc(CN(C)c2ccc(S(=O)(=O)N3CCN(C)CC3)cc2[N+](=O)[O-])cc1	9.7	1.8	0.6	-2.2	-1.6	-7.5	-4.7	-0.9	-4.9	-0.6
45	Cc1cccc(-n2ncc3c(NNC(=O)c4ccco4)ncnc32)c1	7.3	7.0	0.1	1.5	4.4	21.7	-1.9	-8.2	-2.2	-1.4
46	CN1C(C)(C)CCCC1(C)C	1.3	-1.8	8.3	-1.6	1.0	11.2	2.9	4.2	-5.9	-4.1
47	CNC(=O)CCc1ccc(OC)cc1	8.3	0.8	-5.2	-5.5	2.0	-5.4	9.2	3.8	-4.1	0.8
48	NS(=O)(=O)c1ccc(N2C(=O)CCCC2=O)cc1	12.3	1.2	0.4	-3.3	3.0	-8.0	8.7	-8.5	-0.5	2.8
49	CCn1c(C(C#N)/C(=N\S(=O)(=O)c2cccs2)c2ccccc2)nc2ccccc21 (stereo unspecified)	5.9	-0.8	3.6	2.8	37.0*	1.1	-0.8	-6.0	4.2	0.3
50	Cc1cc(SCC#N)nc2ccccc12	2.2	-0.8	-3.5	-2.2	7.1	-2.4	-0.8	2.4	2.2	-0.3

Three entries out of the list above, arranged by the number in mABHD4 FP, lowest first.
cpd	Molecule	SIAE inh	NPR1 activator	NPR2 activator	PRMT1 FP inh	mABHD4 FP	HTRA1 inh	TCR CD3 inh	MBD2 DNA inh
32	COc1cc(CC(=O)OCc2cccc([N+](=O)[O-])c2)cc(OC)c1OC	6.2	-3.2	-0.1	-1.7	-6.2	0.7	-1.6	1.1
28	CSc1nc2sc3c(c2c(=O)n1C1CCCCC1)CCN(C)C3	3.4	7.2	2.4	0.5	-1.3	-1.4	0.4	-2.3
26	CCOC(=O)c1c(NC(=O)CNCCOC)sc2c1CCCC2	-1.3	1.7	-3.8	0.1	4.4	-11.3	0.0	4.8

More results:
no.	Compound	SIAE inh	NPR1 activator	NPR2 activator	PRMT1 FP inh	rCAG RNA binder	mABHD4 FP	HTRA1 inh	TCR CD3 inh	MBD2 DNA inh	UHRF1 binding
51	Cc1ccccc1-c1ccc(=O)n(CC(=O)Nc2ccc(S(=O)(=O)N(C)C)cc2)n1	-3.1	-2.5	3.0	1.4	0.1	-1.8	4.4	1.8	1.2	-0.9
52	NC(=O)c1c(NC(=O)C(=O)NCCCN2CCOCC2)sc2c1CCCC2	7.9	2.0	1.9	1.7	-3.1	6.4	-3.9	-8.6	-3.9	-5.5
53	C/C(=N\NC(=S)NCc1ccccc1)c1ccc(Cl)s1	9.8	9.6	14.5	-2.0	3.3	0.1	-29.8	-1.2	0.1	-2.9
54	N=c1scc(-c2ccccc2)n1/N=C/c1ccco1	2.4	-0.7	-0.4	33.9*	18.6	11.8	10.8	-1.9	6.5	0.5

An excerpt; the hit share may differ from the screen's.
